# Mac1 fbg enh: enhancers of CD11b/CD18 adhesion to fibrinogen, primary screen, K562 cells, luminescence | Integrin beta-2 (Homo sapiens) + Integrin alpha-M (Homo sapiens), P05107+P11215 | ATPlite luminescence | activation, % at 10 µM | actives 0.07% (n = 93,000) | AID 1499, 2009;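 active = 10 µM primary screen giving 50% or more activity, confirmed by 40% or more on retest at that dose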; also: strong numbers were not always called active
# Target sequence (P05107 whole entry, looked up, other chains not shown): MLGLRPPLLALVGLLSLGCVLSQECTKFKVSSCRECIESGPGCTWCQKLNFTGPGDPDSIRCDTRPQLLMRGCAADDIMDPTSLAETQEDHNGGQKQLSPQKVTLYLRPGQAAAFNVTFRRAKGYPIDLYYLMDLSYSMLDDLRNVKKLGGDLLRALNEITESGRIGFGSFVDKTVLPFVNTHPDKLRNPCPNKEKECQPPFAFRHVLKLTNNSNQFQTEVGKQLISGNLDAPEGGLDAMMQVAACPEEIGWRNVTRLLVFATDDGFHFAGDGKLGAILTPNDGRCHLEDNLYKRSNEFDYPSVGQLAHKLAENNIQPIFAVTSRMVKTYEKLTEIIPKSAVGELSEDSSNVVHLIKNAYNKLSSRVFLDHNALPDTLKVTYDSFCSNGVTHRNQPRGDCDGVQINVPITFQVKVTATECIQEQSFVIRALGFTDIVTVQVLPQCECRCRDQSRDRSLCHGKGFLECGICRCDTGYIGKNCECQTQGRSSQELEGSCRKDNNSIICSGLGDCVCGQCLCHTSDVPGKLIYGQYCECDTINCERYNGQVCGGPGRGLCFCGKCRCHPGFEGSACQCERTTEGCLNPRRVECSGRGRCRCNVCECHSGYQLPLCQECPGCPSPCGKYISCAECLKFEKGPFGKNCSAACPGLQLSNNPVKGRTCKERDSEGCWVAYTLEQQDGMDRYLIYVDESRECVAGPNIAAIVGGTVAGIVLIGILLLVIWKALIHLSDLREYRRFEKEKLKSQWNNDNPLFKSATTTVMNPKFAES
# ERa coact pot: enhancers of ERα–SRC-1 coactivator binding, primary screen, biochemical, TR-FRET, ERα LBD, low estradiol; TR-FRET ERalpha-LBD/SRC-Cy5 coactivator binding, 2 h; 100 = basal binding, no effect; coactivator binding (% of control), % at 25.6 µM; actives 1.3% (n = 86,000); in the data active = activity above about 200%;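 also: binding measured in presence of low estradiol as agonist stimulus; 0% = peptide alone without receptor and 100% = receptor with peptide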
# MT1-MMP txn act: MT1-MMP promoter reporter activation – cell-based, luciferase luminescence, primary screen; actives 0.16% (n = 86,000); activation factor at 10 µM; HT1080 MT1-MMP promoter luciferase reporter, overnight; stronger effect = higher value;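 active = activation factor of at least 2 for MT1-MMP transcription at 10 µM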
# ERb coact inh: inhibitors of ERβ-SRC1 coactivator interaction, primary screen, biochemical, TR-FRET, ERβ LBD, SRC-1 peptide | Estrogen receptor beta (Homo sapiens), Q92731 | AID 633, 2007 | actives 1.3% (n = 86,000) | inhibition, % at 25.6 µM | TR-FRET ER-beta LBD / SRC1-Cy5 peptide binding; receptor agonist-loaded with 1 µM estradiol;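 active = compounds whose percent inhibition of the receptor-coactivator binding signal exceeds about 50% in the single-dose screen, limit read from the data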;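 also: 0% = receptor plus peptide wells without compound and 100% = peptide-only wells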
# Smad3 FoxH1 inh: Smad3/FoxH1 peptide binding inhibitors, primary screen, biochemical, TR-FRET; inhibition, % at 25 µM; AID 630, 2007; TR-FRET Smad3/Dy647-FoxH1 peptide binding, europium anti-His; actives 0.29% (n = 88,000);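 active = compounds that reduce the energy-transfer binding signal between the protein and its labelled peptide by more than half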;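 also: 0% = Smad3 plus labelled peptide maximal FRET and 100% = peptide-only background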
# ERa SRC1 inh: ERα–SRC-1 coactivator interaction inhibitors, primary screen, biochemical, TR-FRET, ERα LBD, estradiol-bound | Estrogen receptor (Homo sapiens), P03372 | TR-FRET ER-alpha LBD / SRC-1 peptide | inhibition, % at 25.6 µM | actives 1.7% (n = 86,000); in the data active = inhibition above about 50%;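 also: 0% = receptor plus peptide control and 100% = peptide only without receptor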
# H69AR growth 86K: proliferation blockers of H69AR lung cancer cells, primary screen, cell-based, human, 86K library | H69AR lung tumor viability, ATP luminescence, 72 h; stronger effect = lower value | viability, % at 10 µM | actives 6% (n = 85,000) | AID 598, 2007;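 active = viability at or below 40%; inactive = viability above 40%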;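 also: multidrug resistant small cell line overexpressing MRP-1 efflux transporter; 100% = mean luminescence of untreated control wells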
# HUVEC inhibit: inhibitors of HUVEC proliferation, primary screen, cell-based, 384-well; CellTiter-Glo luminescence, 72 h; stronger effect = lower value; viability, % at 10 µM (by protocol); actives 1.1% (n = 86,000);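 active = viability at or below 30%; inactive = viability above 30%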;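 also: 100% = median luminescence of DMSO-only cell control wells on each plate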
# Lung fibro prol: antiproliferative effect on LL 47 fibroblasts – human, LL 47 cells, CellTiter-Glo luminescence, primary screen; LL 47 human lung fibroblast viability, ATP luminescence; stronger effect = lower value; viability, % at 10 µM; actives 1.1% (n = 85,000); AID 719, 2007;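 active = viability at or below 50% in the single dose screen; inactive = viability above 50%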;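 also: compound exposure lasted 72 h before the ATP readout; 100% = median luminescence of untreated cell-only wells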
#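 Assay system: human lung fibroblast line LL 47, low passage. Input: 1,150 fibroblasts seeded per well. Times: overnight cell rest, 72 h compound treatment at 37 °C. Evaluation: % viability of median cell-only signal. Technique: luminescent ATP detection, CellTiter-Glo. Control set: cell-only wells, no compound.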
# The depositor's hits bear a star; . = no result given; [ ] = dose if it differs, or a comment. Some of the compounds tested (hit frequency here may not be typical).
SMILES,Mac1 fbg enh,ERa coact pot,MT1-MMP txn act,ERb coact inh,Smad3 FoxH1 inh,ERa SRC1 inh,H69AR growth 86K,HUVEC inhibit,Lung fibro prol
Cn1c(SCC(=O)C(C)(C)C)nnc1-c1ccncc1,1,118,1.1,-22,7,-3,104,94,106
O=C(CSc1nnc(COc2ccccc2)n1Cc1ccco1)Nc1ccc2c(c1)OCCO2,5,78[fluorescence artefact?],1.1,5,0,5,85,94,98
N#Cc1c(NC(=O)CN2CCCCC2)sc2c1CCC2,2,57[fluorescence artefact?],.,37[fluorescence artefact?],-9,15[fluorescence artefact?],89,92,94
CCCCOC(=O)c1ccc(N2C(=O)CC(N3CCN(C/C=C/c4ccccc4)CC3)C2=O)cc1 (centres undefined),5,101,.,15,2,8,80,104,97
O=c1[nH]cnc2scc(-c3ccccc3)c12,-3,122,1.1,4,6,1,88,94,106
Cc1ccccc1OCCn1cc(/C(N)=N/O)c2ccccc21,-4,93,1.2,-9,9,2,70,77,86
COc1nc(NCc2cccnc2)nc(OC)n1,0,91,1.1,7,0,6,93,106,93
COc1ccc(-c2cc(-c3cccs3)c(C#N)c(SCC(=O)NCc3ccccc3)n2)cc1,.,175,1.2,15,-118[fluorescence artefact?],13,35*,66,94
COc1cc(OC)c(S(=O)(=O)NCc2ccco2)cc1S(=O)(=O)NCc1ccco1,0,110,.,-4[fluorescence artefact?],-4,-10,92,107,110
CC(C)C(=O)N1CCN(c2ccccc2NC(=O)c2cccc(Cl)c2)CC1,.,93,1,-5,2,-3,78,92,88
CCn1c(SCc2ccc(C(=O)OC)o2)nc2sc3c(c2c1=O)CCCC3,1,101,1.2,3,-2,-4,84,99,96
O=S(=O)(c1cccs1)N1CCc2ccccc2C1,2,98,1.1,-5[fluorescence artefact?],5,-9,89,87,79
CC1Cn2c(nc3sc4c(c3c2=O)CCC4)N1CCO (centres undefined),0,112,1,10,-2,2,86,99,103
COc1ccccc1NC(=O)CSC1CC(=O)N(c2ccc3c(c2)OCO3)C1=O (centres undefined),-4,84,1.1,16,3,14,90,90,97
CCC(CC)C(=O)NCCc1ccc(F)cc1,-3,96,1.1,10,-15,6[fluorescence artefact?],94,84,106
Cc1ccc(S(=O)(=O)c2ccc(Cl)cc2)cc1S(=O)(=O)N1CCN(C)CC1,-6,101,1,-4[fluorescence artefact?],-13,-10,122,99,97
CCC(C)(C)n1nnnc1C(C(C)C)N1CCN(C)CC1 (centres undefined),0,98,1.4,-5,-11,-8,83,101,99
C=CCSc1nc2c(c(=O)[nH]1)C(C(C)C)C(C#N)=C(N)O2 (centres undefined),-2,109,1,-8,-2,-3,66,88,97
CCCc1nc(NCc2ccco2)c(C#N)c2c1COC(C)(C)C2,-2,108,1.2,-5,-5,-17,80,98,89
O=C(CSc1nc(-c2ccccc2)cc(=O)[nH]1)NCc1ccc2c(c1)OCO2,-1,84,1,-3,13,-5,104,76,67
Cc1ccc(OCc2nnc(SCC(=O)NC3CCCCC3)n2C)cc1,-1,109,1.2,2,6,-25,112,97,90
COc1ccc(N2CC(C(=O)NCCc3ccc(OC)c(OC)c3)CC2=O)cc1 (centres undefined),-2,133,1.1,-8,-3,-3[fluorescence artefact?],100,99,.
COc1ccc(-c2ccc(-c3noc(C(C)C)n3)c(OC)n2)cc1,-2,128,1.5,-9,0,-8,94,92,97
Cc1ccc(S(=O)(=O)/N=C(/Nc2nc(C)cc(C)n2)N2CCOCC2)cc1,0,93,1.1,13,-12,12,98,101,98
O=C(NCCCCNC(=O)c1cccnc1)c1cccnc1,2,109,1,-8,-5,2,95,92,90
CCCNS(=O)(=O)c1ccc(OCC(=O)NCc2ccco2)cc1,.,88,1.2,18,2,14,93,95,106
O=C(C1=C(O)C(=O)N(CCc2ccccc2)C1c1cccnc1)c1ccco1 (centres undefined),5,103,1,-33,9[fluorescence artefact?],-26,93,95,107
CCCN1C=CC(=C/C=C(\C#N)C(=O)OCC)C=C1,1,109[fluorescence artefact?],1.9,-12,-3,-16,79,99,105
Cc1cccc(NC(=O)CSc2nc3c(c(=O)[nH]2)CCCC3)c1C,-2,117,1,2[fluorescence artefact?],6,0,96,92,95
CS(=O)(=O)N(CC(=O)N1CCOCC1)c1ccc2c3c(cccc13)CC2,8,112,1.2,0,1,-4,82,85,100
CN(Cc1ccccc1)Cc1c(F)cccc1F,1,107,1,-2,5,-4,102,100,97
CC1CCc2nc(N)c(C#N)c(-c3cccnc3)c2C1 (centres undefined),.,99,1.2,-3,7,1,50,65,97
CCc1ccc(N(CC(=O)NC2CCCCC2)S(=O)(=O)c2c(C)noc2C)cc1,2,127,1,-2,5,-6,78,87,85
O=C1NC(c2ccccc2)(C(F)(F)F)C(=O)N1Cc1cccnc1 (centres undefined),-2,91,1,-12,-11,-20,98,99,94
COC(=O)c1ccc(NC(=O)CNC(=O)C2CCCCC2)cc1,-4,113,1,-3,-3,-5,92,98,98
CSc1nnc2c(n1)OC(C)=Nc1ccccc1-2,-4,93,1.2,4,13,1,80,92,96
COc1ccc(OC)c(NC(=O)CSc2nnc(CNC(=O)COc3ccc(Cl)cc3)o2)c1,-1,111,1,1,10,-5,109,102,108
O=C(CN1CCCCC1)Nc1cccc(Cl)c1Cl,2,108,1.1,-3,-4,-4,86,96,96
COc1ccc(OC)c2c1sc(=NC(=O)C(C)(C)C)n2C,57,113[fluorescence artefact?],1,-4[fluorescence artefact?],3,7[fluorescence artefact?],62,82,94
COC(=O)c1sc(NC(C)=O)c(C(=O)OC)c1C,-1,121,1,5[fluorescence artefact?],4,0[fluorescence artefact?],92,88,95
CCN=c1scc(-c2ccc3c(c2)NC(=O)CO3)n1N=C1CCCC1,-8,72[fluorescence artefact?],1.2,6[fluorescence artefact?],10,16,76,72,109
O=C(NCCCN1CCOCC1)c1ccc(Cl)s1,-2,114,1.2,5[fluorescence artefact?],9,8[fluorescence artefact?],201,100,114
Cc1ccc(S(=O)(=O)N2CC3CCC2C3)cc1 (centres undefined),-2,118[fluorescence artefact?],1.1,6[fluorescence artefact?],0,5[fluorescence artefact?],111,105,103
COc1cc2c(cc1OC)-c1nnc(-c3ccco3)n1C1(CCCC1)C2,.,88,1.1,-8,-1,-10,83,92,108
COc1cc2c(cc1OC)C(=NCCC(=O)O)NC(C)(C)C2,.,91,1.3,12,-12,4,91,101,107
CC(=O)c1cccc(NC(=O)c2cc(-c3ccc(C)cc3)on2)c1,40,109,1,22[fluorescence artefact?],1,21[fluorescence artefact?],88,95,111
CCOc1ccc(-n2c(=O)cc(N3CCN(c4ccc(F)cc4)CC3)[nH]c2=O)cc1,0,121,1,-2,-6,-1,102,90,97
CCOC(=O)/C(C#N)=C(\N)C(C)C(=O)Nc1ccccn1 (centres undefined),-6,118,1.2,-12,5,-9,87,91,97
c1coc(CNc2c3c(nc4ncnn24)CCC3)c1,-1,116,1.3,9,0,-1,95,100,97
O=C(NC(NC1CCS(=O)(=O)C1)C(=O)c1cccs1)c1ccccc1 (centres undefined),-1,117,1.1,8,15,-1,99,88,91
COc1ccc(-n2c(O)cnc2Nc2nc(C)cc(C)n2)cc1OC,-1,115,1.2,-2[fluorescence artefact?],3,1[fluorescence artefact?],95,93,108
O=C1/C(=C/c2cccs2)CCc2ccccc21,-4,66,1.8,6,-5,5,.,.,.
COCc1c(Br)c(C)[nH]c(=O)c1C#N,.,102[fluorescence artefact?],1.2,-7,-2,2,97,92,94
O=C(CSc1nnc(Cc2cccs2)n1-c1ccccc1)NC1CCCCC1,1,120,1,-6,2,-3,86,111,87
CN(c1ccc(Cl)cc1)c1cc(=O)n(C)c2ccccc12,0,91,1.3,8,11,3,44,51,90
CCCN1CCN(CCCNC(=O)Cn2nc(-c3ccc(Cl)cc3)ccc2=O)CC1,2,110,1.1,-5,-5,3,92,93,103
Cc1nn(-c2ccccc2)c(OC(=O)c2cccs2)c1S(=O)(=O)c1ccc([N+](=O)[O-])cc1,-2,90,1,1,6,4[fluorescence artefact?],7.9*,88,100
CN1CCc2c(sc3c2C(=O)NC(/C=C/c2ccco2)N3)C1 (centres undefined),.,43[fluorescence artefact?],1.2,54*[fluorescence artefact?],-4[fluorescence artefact?],28[fluorescence artefact?],90,98,95
O=S(=O)(c1ccc(Cl)cc1)N1CCN(c2ccc(N3CCOCC3)nn2)CC1,69,113,.,-3,-30,2,97,80,93
O=C(CSc1nc(O)cc(=O)[nH]1)C1CC1,0,114,1.1,2,-9,1,91,96,99
# The listing continues.
SMILES,Mac1 fbg enh,ERa coact pot,MT1-MMP txn act,ERb coact inh,Smad3 FoxH1 inh,ERa SRC1 inh,H69AR growth 86K,HUVEC inhibit,Lung fibro prol
Cc1ccc(CSc2nnc(-c3ccncc3)n2CC2CCCO2)cc1 (centres undefined),.,105,1,-9,-7,5,83,95,100
Cc1ccc2oc(=O)c3cnn(CC(=O)NC4CCCCC4C)c3c2c1 (centres undefined),4,117[fluorescence artefact?],1,28[fluorescence artefact?],-16,48[fluorescence artefact?],90,83,91
c1csc(-c2noc(COc3ccc4c(c3)CCCC4)n2)c1,3,114,1.1,-1,2,-2,63,117,104
CN1CCN(C(=O)/C(=C/c2ccccc2)c2ccccc2)CC1,-3,93,1.1,-13,3,-6,98,100,103
CCCOc1ccc(C(=O)NCCC(=O)NCCCC(=O)OCC)cc1,2,78,1.5,13,-5,3,91,95,101
Cc1cc(C(=O)COC(=O)CCC(=O)c2ccc3c(c2)OCCO3)c(C)n1Cc1ccco1,0,99,1,22,-5,19,99,91,104
CCCn1c(SCC(=O)N2CCc3ccccc32)nnc1-c1ccco1,-2,87,1.2,-5[fluorescence artefact?],-15,6,99,103,106
CS(=O)(=O)N(CC(=O)NCc1ccncc1)c1cc(Cl)cc(Cl)c1,-2,96,1.1,15,-4,22,96,98,.
CCOC(=O)c1ccccc1NC(=O)CC1SC(=NC)N(C)C1=O (centres undefined),4,97,1.1,16[fluorescence artefact?],3,7,90,89,96

# From PubChem
